TRPC6 inh = blocks the mouse TRPC6 cation channel; Q61143; HEK293-TRPC6, membrane potential dye, ACh-evoked depolarization; active compounds read low; B-score at 10 µM; hit rate 1.1% among 310,000; AID 2553;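 active means B-score under library mean minus 3 SD, initial fluorescence not abnormally high, positive integrated signal ratio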;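 further: B-score derived from integrated fluorescence ratio over the kinetic read; more negative B-score means stronger inhibition of depolarization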
SKKanGAS inh = SKKanGAS growth inhibition. AID 1662. inhibition, % at 7.5 µM. hit rate 1.3% among 300,000. S. pyogenes SKKanGAS, kanamycin growth, BacTiter-Glo, 6 h;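 active means mean replicate score, as percent of positive control median, at least 50; inconclusive means mean below 50 but one replicate at or above 50; inactive means mean and every replicate below 50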;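 further: strain carries kanamycin resistance gene driven by streptokinase promoter and grows in 40 µg/ml kanamycin; loss of luminescence reflects streptokinase promoter inhibition or plain growth inhibition; 0% = median of DMSO wells and 100% = positive control at its reference dose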
RGS4 pot = potentiators or activators of RGS4. B-score at 10 µM. hit rate 0.92% among 310,000. AID 463111. HEK293 M3R/inducible RGS4, carbachol calcium flux Fluo4; active compounds read low;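 active means B-score of the integrated calcium signal more than 4 SD below the library mean, with starting fluorescence not abnormally high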;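 further: negative B-score means reduced calcium response which marks RGS4 activation or potentiation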
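test system = M3R-expressing HEK293 line, RGS4 induced by doxycycline | probe or stimulus = carbachol at ECmax as muscarinic agonist stimulus | timing = dye loading 30 min 37 °C, buffer rest 30 min RT | signal = calcium dye Fluo4 fluorescence | evaluation = B score from integrated fluorescence ratio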
TMEM16A act = mouse TMEM16A channel activation, primary screen; HEK293 TMEM16A/YFP-H148Q/I152L, iodide quench fluorescence; active compounds read low; B-score at 10 µM; AID 623877; Q8BHY3; hit rate 0.3% among 340,000;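 active means fluorescence-ratio B-score plate-corrected deviation score at least 3 library SD below zero, with starting fluorescence score within 5 deviations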;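 further: channel opened by trigger with iodide after compound preincubation; score built on the fluorescence ratio of max minus min over baseline; more negative score means more quench and so TMEM16A activation or potentiation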
RGS4 block = human RGS4 inhibition; P49798; HEK293 M3R/RGS4 inducible, Fluo-4 calcium flux; active compounds read high; triggered by carbachol at its EC20; B-score at 10 µM; hit rate 0.45% among 310,000;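 active means B-score, a plate-corrected calcium signal, over three deviations above library mean, with baseline fluorescence within five deviations of library mean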;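 further: RGS4 expression induced by doxycycline in cells with stable M3 receptor; B-score is computed from the integrated fluorescence ratio over baseline after carbachol; higher B-score means a larger calcium signal and so more RGS4 inhibition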
Target sequence (P49798 whole entry, looked up): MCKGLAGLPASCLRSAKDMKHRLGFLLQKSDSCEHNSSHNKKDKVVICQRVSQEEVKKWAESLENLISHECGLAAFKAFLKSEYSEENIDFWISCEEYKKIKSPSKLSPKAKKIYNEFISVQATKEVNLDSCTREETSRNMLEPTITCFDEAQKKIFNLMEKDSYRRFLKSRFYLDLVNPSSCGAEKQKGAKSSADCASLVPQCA
MrgX1 antag = antagonists of human MrgX1 receptor; MRGX1-HEK293 calcium flux, Fluo-4, BAM8-22 antagonism; active compounds read low; B-score at 10 µM; hit rate 1.3% among 310,000;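 active means calcium-response B-score plate-corrected more than 3 library SD below zero, starting fluorescence within 5 deviations, no agonist response on first addition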;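 further: peak minus trough fluorescence over baseline after final BAM8-22 challenge near maximal dose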
Target sequence (Q96LB2 whole entry, looked up): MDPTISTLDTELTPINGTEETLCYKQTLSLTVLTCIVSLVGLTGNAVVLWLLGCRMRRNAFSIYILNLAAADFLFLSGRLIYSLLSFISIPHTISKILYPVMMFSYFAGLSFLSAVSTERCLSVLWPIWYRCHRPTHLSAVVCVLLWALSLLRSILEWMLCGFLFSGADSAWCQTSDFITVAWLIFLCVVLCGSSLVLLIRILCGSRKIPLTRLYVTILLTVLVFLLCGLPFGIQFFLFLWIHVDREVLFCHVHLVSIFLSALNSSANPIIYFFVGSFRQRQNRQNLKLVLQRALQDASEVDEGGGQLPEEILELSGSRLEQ
MrgX1 agonist = human MrgX1 receptor agonism, primary screen; hit rate 0.44% among 310,000; AID 588627; B-score at 10 µM; MrgX1-HEK293 cells, Fluo-4 calcium fluorescence, agonist mode; active compounds read high;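 active means calcium response B-score plate-corrected fluorescence ratio at least 3 library SD, with starting fluorescence B-score inside 5 SD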
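Material – MrgX1-expressing HEK293 cells · Input – 15,000 cells seeded per well · Dosing – compound as first of three additions · Times – overnight seeding, then 1 h dark dye loading · Measured by – kinetic Fluo-4 NW fluorescence of intracellular calcium · Read-out – B-scored fluorescence response ratio · Benchmarks – positive and negative control wells on each plate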
TMEM16A inh = mouse TMEM16A channel inhibition, primary screen | hit rate 1.2% among 310,000 | HEK293 TMEM16A/YFP iodide influx fluorescence, ionomycin | normalized B-score (activity score, 25-100; higher = stronger inhibition) at 10 µM;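 active means ratio plate-corrected score three or more library SD toward inhibition, starting fluorescence score within five deviations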;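 further: score derived from kinetic fluorescence span divided by baseline fluorescence per well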
TRPC6 activator = activates the mouse TRPC6 cation channel; HEK293-TRPC6 membrane potential dye fluorescence; active compounds read high; B-score at 10 µM; hit rate 0.13% among 310,000; AID 2550;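 active means B-score of the integrated fluorescence ratio above library mean plus 3 SD, and starting fluorescence ratio within library mean plus 5 SD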;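 further: higher score means more depolarization so channel activation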
HDAC3 inh = human HDAC3 inhibition; hit rate 0.15% among 320,000; inhibition, % at 8.3 µM; AID 2718; recombinant HDAC3, fluorogenic peptide/trypsin coupled, fluorescence; O15379; in the data active means inhibition above about 26%, passing the limit was not always enough; inconclusive means no clear call, values can overlap the other calls
Target sequence (O15379 whole entry, looked up): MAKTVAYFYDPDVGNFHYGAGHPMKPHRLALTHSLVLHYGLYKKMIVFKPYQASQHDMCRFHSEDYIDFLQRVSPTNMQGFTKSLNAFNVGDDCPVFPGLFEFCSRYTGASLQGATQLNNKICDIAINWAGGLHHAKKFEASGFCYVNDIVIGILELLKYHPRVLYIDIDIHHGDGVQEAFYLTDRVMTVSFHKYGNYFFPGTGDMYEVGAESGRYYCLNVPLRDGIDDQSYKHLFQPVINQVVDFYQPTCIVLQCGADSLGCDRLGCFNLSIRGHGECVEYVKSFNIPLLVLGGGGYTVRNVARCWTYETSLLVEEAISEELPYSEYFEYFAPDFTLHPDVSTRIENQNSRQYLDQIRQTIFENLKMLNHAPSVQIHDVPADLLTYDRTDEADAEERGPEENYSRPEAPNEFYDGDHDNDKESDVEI
MrgX1 PAM = allosterically activates human MrgX1 receptor signaling | Q96LB2 | MrgX1-HEK293, Fluo-4 calcium flux, FDSS; active compounds read high | B-score at 10 µM | hit rate 0.63% among 310,000;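 active means plate-corrected calcium response at least 3 library SD above typical, normal starting fluorescence, not activating the receptor alone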;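 further: compound read alongside a low EC10 to EC30 dose of BAM8-22 agonist; peak minus trough fluorescence over baseline measured at the second addition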
Numbers without * were called inactive; i = inactive; ? = inconclusive; . = no result given. Rows were taken by chance. Share with any hit: about 6.7%.

SMILES	TRPC6 inh	SKKanGAS inh	RGS4 pot	TMEM16A act	RGS4 block	MrgX1 antag	MrgX1 agonist	TMEM16A inh	TRPC6 activator	HDAC3 inh	MrgX1 PAM
C=CCN1C(=O)/C(=c2\sc3nc(=O)c(Cc4ccc(OC)c(OC)c4)nn3c2=O)c2ccccc21	i	25.1	i	i	i	i	i	i	i	7.8	i
Cc1sc2nc(CSc3nnc(Cc4cccs4)n3C3CCCCC3)[nH]c(=O)c2c1C	i	7.3	i	i	i	i	i	i	i	-2.0	i
CN(Cc1ccccc1)C(=O)CCC1CCN(C(=O)c2ccccc2C(F)(F)F)CC1	i	6.7	i	i	i	i	i	i	i	-4.0	i
CCOC(=O)CSc1cc(C)nc2ccc(OC)cc12	i	-20.9	i	i	i	i	i	i	i	-5.8	i
COCCNC(=O)C1CC(=O)N(c2ccc(OC)cc2)C1c1ccc(OC)cc1 (stereo not drawn)	i	-6.5	i	i	i	i	i	i	i	-1.7	i
CCC1=NN2C(=N)/C(=C\c3ccc(OCCOc4ccc(NC(C)=O)cc4)cc3)C(=O)N=C2S1	i	0.3	i	i	i	i	i	i	i	.	11.2*
Cc1c(NC(=O)/C(C#N)=C\c2cccs2)c(=O)n(-c2ccccc2)n1C	i	-6.3	i	i	i	i	i	i	i	7.0	i
Cc1cc(C)c2c(c1)NC(c1cc3c(cc1Br)OCO3)C1CC=CC21 (stereo not drawn)	i	51.1*	i	i	i	i	i	i	i	1.0	i
CCCCC(c1nnnn1Cc1ccco1)N1CCN(C(=O)c2ccco2)CC1 (stereo not drawn)	i	4.9	i	i	i	i	i	i	i	-2.3	i
COc1ccc(-c2nnc(SCC(=O)NC3CCCC3)n2C)cc1	i	-8.2	i	i	i	i	i	i	i	-3.6	i
Cc1ccc(N2C(=O)C(CC(=O)Nc3cccc(F)c3)N(C3CC3)C2=O)cc1 (stereo not drawn)	i	-1.3	i	i	i	i	i	i	i	6.1	i
Cc1cc(-n2c(=O)c(C#N)cc3c(=O)n4cccc(C)c4nc32)no1	i	17.4	i	i	i	i	i	i	i	-115.6	i
CCOC(=O)n1c(SCC(N)=O)nc2ccccc21	i	-5.9	i	i	i	i	i	i	i	-3.2	i
Cc1cc(C)n2nc(-c3ccccc3)c(-c3ccccc3)c2n1	i	16.4	i	i	i	i	i	i	i	-5.6	i
Cc1cc(C)nc(NC(=O)c2cccc(Br)c2)n1	i	0.0	i	i	i	i	i	i	i	-2.5	i
Cc1cc(NS(=O)(=O)c2ccc3c(c2)OCCO3)no1	i	-1.6	i	i	i	i	i	i	i	1.1	i
O=C(COc1ccccc1-c1ccccc1)N/N=C/c1ccncc1	i	3.2	i	i	i	i	i	i	i	5.0	i
CC1=C(C(=O)Nc2ccccc2)C(c2ccncc2)n2nnnc2N1 (stereo not drawn)	i	4.2	i	i	i	i	i	i	i	-0.1	i
Cc1ccc(-c2nc(CS(=O)(=O)CC(=O)NCCCN3CCN(C)CC3)c(C)o2)cc1	i	2.1	i	i	i	i	i	i	i	5.5	i
COc1ccc(NC(=O)c2cnc3n(c2=O)CCS3)cc1OC	i	-4.0	i	i	i	i	i	i	i	-2.2	i
CC1CCCCN1CC(=O)NC(c1ccccc1)c1ccccc1 (stereo not drawn)	i	11.1	-7.26*	i	i	i	i	i	i	1.2	i
Cc1sc2nc3ccc(N4CCCCC4)nn3c(=O)c2c1C	i	17.1	i	i	i	i	i	i	i	1.2	i
CCCN(CC(=O)Nc1ccccc1C)C(=O)c1cccc(-n2cnnn2)c1	i	-5.6	i	i	i	i	i	i	i	-5.9	i
CCCOP(=O)(c1ccccc1)c1ccccc1	i	4.4	i	i	i	i	i	i	i	-0.3	i
CN(Cc1cccs1)S(=O)(=O)c1cccs1	i	-0.3	i	i	i	i	i	i	i	-0.5	i
SMILES	TRPC6 inh	SKKanGAS inh	RGS4 pot	TMEM16A act	RGS4 block	MrgX1 antag	MrgX1 agonist	TMEM16A inh	TRPC6 activator	HDAC3 inh	MrgX1 PAM
CCCOc1ccc(C(=O)NC(=S)NCc2cccnc2)cc1	i	-27.7	i	i	i	i	i	i	i	0.4	i
COC(=O)C1=C(NC(=O)CCCCl)CCS1	i	11.7	i	i	i	i	i	i	i	1.0	i
CCC(C)(C(=O)Nc1ccccc1C)N(C(=O)CNC(C)=O)c1ccccc1C (stereo not drawn)	i	-0.3	i	i	i	i	i	i	i	-3.9	i
COCCn1cnc2c1c(=O)n(CC(=O)NC(=O)NC(C)(C)C)c(=O)n2Cc1ccccc1	i	-3.1	i	.	i	i	i	i	i	0.2	i
CCN(c1cccc(C)c1)S(=O)(=O)c1ccc2c(c1)N(C(C)=O)CCS2	i	1.4	i	i	i	i	i	i	i	.	i
O=c1[nH]cnc2scc(-c3ccc(F)cc3)c12	i	-4.1	i	i	i	i	i	i	i	-1.1	i
CCC1Oc2ccccc2N(CC(=O)NCCCN2CCN(CC)CC2)C1=O (stereo not drawn)	i	-3.7	i	i	i	i	i	i	i	?	i
CC(=O)[C@@H]1[C@@H]2C(=O)N(C3CCCCC3)C(=O)[C@@H]2C2c3ccccc3C=CN21 (stereo partly drawn)	i	-5.2	i	.	i	i	i	i	i	2.5	i
CC(NC(=O)C(=O)N1CCCCC1)C(c1cccs1)N1CCN(c2ccc(F)cc2)CC1 (stereo not drawn)	i	-1.1	i	i	i	i	i	i	i	4.1	i
COc1ccccc1N(Cc1cc(=O)[nH]c2ccccc12)C(C)=O	i	0.7	i	i	i	i	i	i	i	-5.3	i
CCOC(=O)C1CCCN(Cc2cn(C)nc2-c2ccc3c(c2)OCCO3)C1 (stereo not drawn)	i	5.5	i	i	i	i	i	i	i	1.3	i
O=C(/C=C/Nc1cccc([N+](=O)[O-])c1)c1cccs1	i	-9.9	i	i	i	i	i	i	i	7.5	i
COc1ccc(CC(=O)Nc2cccc3c2CCCC3)cc1	i	-9.7	i	i	i	i	i	i	i	-2.3	i
CN1c2ccccc2C(C)(C)[C@]12C=Cc1cc(O)ccc1O2	i	7.2	i	i	i	i	i	i	i	14.4	i
COc1ccc(OCCNC2CCCC2)cc1	i	-13.3	i	i	i	i	i	i	i	0.5	i
Cc1cc2nn(-c3ccc(F)cc3)nc2cc1N	i	-3.5	i	i	i	i	i	i	i	-29.5	i
O=C(CCCCCNC(=O)N1CCn2c1nc1ccccc12)NCc1ccc(Cl)cc1	i	2.6	i	i	i	i	i	i	i	18.1	i
O=C(c1cc(-c2ccc(Cl)cc2)on1)N1CCCC1	i	7.6	i	i	i	i	i	i	i	-3.1	i
CC(C)NS(=O)(=O)c1ccc(CCC(=O)Nc2cc(Cl)ccc2Oc2ccccc2)cc1	i	11.0	i	i	i	i	i	i	i	17.0	i
Cc1cc(NC(=O)C(C)SCC(=O)OCC(=O)N(C)c2ccccc2)no1 (stereo not drawn)	i	-0.8	i	i	i	i	i	i	i	-0.8	i
CC(C)(C)C(=O)Nc1ccc(N2CCN(S(C)(=O)=O)CC2)cc1	i	-1.5	i	i	i	i	i	i	i	-5.5	i
CCN1CCN(c2ccc(S(=O)(=O)N3CCOCC3)cc2NC(=O)c2ccc(Cl)cc2Cl)CC1	i	-1.9	i	i	i	i	i	i	i	4.0	i
Cc1cccc(C(=O)OCC(=O)Nc2c(C)nn(-c3ccccc3)c2C)c1O	i	-8.3	i	i	i	i	i	i	i	-5.1	i
c1ccc2c(c1)CCN(c1nc3ccccc3n3cnnc13)C2	i	0.7	i	i	i	i	i	i	i	-2.9	i
CCOC(=O)c1cc(S(=O)(=O)N2CCOCC2)cn1C	i	2.8	i	i	i	i	i	i	i	-1.5	i
SMILES	TRPC6 inh	SKKanGAS inh	RGS4 pot	TMEM16A act	RGS4 block	MrgX1 antag	MrgX1 agonist	TMEM16A inh	TRPC6 activator	HDAC3 inh	MrgX1 PAM
COC(=O)c1sc(N)c(C(=O)OC)c1CSc1nc2sc3c(c2c(=O)n1C)CCC3	i	?	i	i	i	i	i	i	i	-0.5	i
O=C(Oc1ccc2c(c1)OCO2)c1ccc(Br)c(S(=O)(=O)N2CCOCC2)c1	i	-1.5	i	i	i	i	i	i	i	-2.5	i
COCCCn1c2nc3ccccc3nc2c2c(=O)n(-c3ccccc3OC)cnc21	i	14.0	i	i	i	i	i	i	i	-14.7	i
CN(C)c1ccc(C2Nc3ccccc3C(=O)N2CCCN2CCOCC2)cc1 (stereo not drawn)	i	-5.9	i	i	i	i	i	i	i	-5.9	i
COc1ccccc1CN(C)CC(=O)Nc1ccc(Cl)cc1C(F)(F)F	i	2.4	i	i	i	i	i	i	i	11.8	i
CCc1cc2c(=O)[nH]c(N3CCOCC3)nc2s1	i	-2.1	i	i	i	i	i	i	i	8.5	i
O=C(O)c1cc2c(=O)c3ccccc3oc2nc1C(F)(F)F	i	0.5	i	i	i	i	i	i	i	0.4	i
OCCC1CN(Cc2cccn2-c2cccnc2)CCN1C1CCCC1 (stereo not drawn)	i	-3.8	i	i	i	i	i	i	i	-7.1	i
CC(C)CC(=O)N1CCN(S(=O)(=O)c2ccccc2)CC1	i	-14.0	i	i	i	i	i	i	i	-6.7	i
Cc1ccc(-n2ncc3c(=O)n(CC(N)=O)cnc32)cc1C	i	-3.6	i	i	i	i	i	i	i	0.6	i
O=C(COc1ccc(F)cc1)NCCCn1ccnc1	i	-1.9	i	i	i	.	.	.	i	.	.
O=C(N/C(=C/c1cccnc1)C(=O)N1CCOCC1)c1ccccc1Cl	i	4.5	i	i	i	i	i	i	i	-5.4	i
CC(NS(=O)(=O)c1ccc(CCC(=O)NCc2ccco2)cc1)c1ccccc1 (stereo not drawn)	i	-9.5	i	i	i	i	i	i	i	3.7	i
CN1C=CC=C/C1=C1\SC(=S)N(C2CCCCC2)C1=O	i	0.9	i	i	i	i	i	i	i	5.7	i
C[C@]12CCC3c4ccc(O)cc4CCC3C1CC/C2=N\N (stereo partly drawn)	i	-0.6	i	i	i	i	i	i	i	6.3	i
Cc1cc(SCc2cccc(C(F)(F)F)c2)nc(=O)[nH]1	i	-3.1	i	i	i	i	i	i	i	4.1	i
COc1cccc(CNC(=O)CSCC(=O)Nc2cc(C)on2)c1	i	-15.9	i	i	i	i	i	i	i	6.0	i
COc1cccc(OC)c1C(=O)Nc1ccc(C(=O)NCc2ccccc2)cc1	i	39.9	i	i	i	i	i	i	i	-3.2	i
COc1ccc(NC(=O)Cn2nnc(C(=O)NCCc3ccccc3)c2N)cc1	i	-1.8	i	i	i	i	i	i	i	-4.9	i
CC(C)NC(=O)NC(=O)CSc1nncs1	i	-1.4	i	i	i	i	i	i	i	-10.2	i
